FBW7 activator: FBW7 E3 ligase activators, primary screen, biochemical, AlphaScreen, human | F-box/WD repeat-containing protein 7 (Homo sapiens), Q969H0 | AlphaScreen FBW7–phospho-cyclin E peptide binding, activator screen | normalized activity (activation), % at 26.1 µM | 650,000 compounds, 0.13% hits | AID 1259310, 2017; in the data active = normalized activity above about 1.9%;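 also: purified mutant Fbw7 with reduced substrate affinity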
TEAD-YAP block: TEAD-YAP interaction inhibition, primary screen, TEAD-YAP interaction inhibitor project, luminescence, HEK-TIYL cells | 640,000 compounds, 1.4% hits | TEAD-Gal4/YAP UAS-luciferase luminescence | inhibition, % at 9.12 µM; in the data active = inhibition above about 32%;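 also: 0% = median of test compound wells and 100% = reference inhibitor wells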
GPR151 ag: activators of human GPR151, primary screen, cell-based, PathHunter beta-arrestin, luminescence. G-protein coupled receptor 151 (Homo sapiens), Q8TDV0. PathHunter beta-arrestin GPR151 cells. activation, % at 11.2 µM. 650,000 compounds, 1% hits. AID 1508602, 2020; in the data active = activation above about 4.9%;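 also: 0% = median of compound wells and 100% = cells with positive control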
Target sequence (Q8TDV0 whole entry, looked up): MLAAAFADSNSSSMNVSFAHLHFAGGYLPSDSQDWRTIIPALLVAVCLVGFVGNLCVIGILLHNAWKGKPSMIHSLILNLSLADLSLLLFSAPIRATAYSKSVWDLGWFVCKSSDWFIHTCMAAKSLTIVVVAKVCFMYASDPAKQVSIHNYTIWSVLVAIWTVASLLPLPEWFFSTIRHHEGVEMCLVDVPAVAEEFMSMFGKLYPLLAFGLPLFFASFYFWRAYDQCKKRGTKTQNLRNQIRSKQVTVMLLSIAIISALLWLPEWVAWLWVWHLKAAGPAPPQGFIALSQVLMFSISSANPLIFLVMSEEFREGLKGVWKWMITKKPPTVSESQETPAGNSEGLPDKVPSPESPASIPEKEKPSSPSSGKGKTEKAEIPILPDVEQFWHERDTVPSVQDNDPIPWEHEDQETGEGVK
MITF primary: MITF inhibitors, primary screen, biochemical, AlphaScreen, human; Microphthalmia-associated transcription factor (Homo sapiens), O75030; AlphaScreen MITF homodimerization, bead proximity signal; inhibition, % at 2.6 µM; 650,000 compounds, 0.91% hits; AID 1259374, 2018; in the data active = inhibition above about 50%;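 also: 0% = vehicle wells with protein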
Target sequence (O75030 whole entry, looked up): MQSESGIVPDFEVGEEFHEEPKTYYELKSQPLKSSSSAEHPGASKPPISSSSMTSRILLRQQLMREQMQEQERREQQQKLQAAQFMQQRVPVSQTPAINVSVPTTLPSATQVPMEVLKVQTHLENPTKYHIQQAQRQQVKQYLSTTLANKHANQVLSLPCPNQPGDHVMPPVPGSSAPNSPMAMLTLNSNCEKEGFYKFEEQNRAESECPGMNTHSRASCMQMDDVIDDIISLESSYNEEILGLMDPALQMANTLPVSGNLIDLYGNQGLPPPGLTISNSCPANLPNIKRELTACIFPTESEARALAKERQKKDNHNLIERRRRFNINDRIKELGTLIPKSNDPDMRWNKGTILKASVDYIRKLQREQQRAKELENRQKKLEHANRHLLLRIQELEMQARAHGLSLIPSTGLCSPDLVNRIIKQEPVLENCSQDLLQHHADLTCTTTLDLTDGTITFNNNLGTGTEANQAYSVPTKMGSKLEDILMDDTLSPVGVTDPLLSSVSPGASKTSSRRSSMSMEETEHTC
Active calls of the source: *. Hits appear at their usual frequency. Share with any hit: about 3.4%.

SMILES	FBW7 activator	TEAD-YAP block	GPR151 ag	MITF primary
CS(=O)(=O)c1ccccc1CN1CCN(CC(=O)N2CCOCC2)CC1	-0.1	5.3	-0.6	4.0
CC(C)Cn1c(N)c(C(=O)COC(=O)c2ccc(Br)o2)c(=O)n(C)c1=O	0.0	2.5	-0.8	8.5
Cc1cccc(C)c1NC(=O)C1(NC(=O)Cn2nnnc2N)CCCCC1	0.1	6.8	-0.6	13.2
N#Cc1ccc(C(=O)Nc2nc3ccc4ccccc4c3s2)cc1	0.1	-2.5	-0.5	5.3
CCC(C)(C)n1nnnc1C(c1ccc(Cl)cc1)N1CCN(C(=O)c2ccco2)CC1 (stereo not given)	-0.1	-3.5	0.3	-5.8
FC(F)(F)c1cccc(-c2cc(N3CCC4(CC3)OCCO4)nc(-c3ccccn3)n2)c1	-0.2	7.6	0.2	-6.6
CCN(CC)C(=O)CSc1nc2n[nH]c(C)c2c(=N)n1-c1cccc(OC)c1	-0.1	43.8*	0.5	7.7
CCCCSc1nnc2c(n1)OC(c1ccc(Cl)cc1Cl)Nc1ccccc1-2 (stereo not given)	0.1	-8.0	0.8	1.0
NCCCCNC(=O)c1c(O)c2cccc3c2n(c1=O)CC3	-0.3	2.6	-1.3	-6.2
Cc1csc2ncc(C(=O)N3CCCc4ccccc43)c(=O)n12	0.2	-5.7	0.0	-1.6
CSCCNC(=O)c1ccc(OC2CCN(S(=O)(=O)N(C)C)CC2)cc1	-0.1	-12.8	-0.2	-16.8
CC(C)C(=O)N1CCN(c2ccc(NC(=O)COc3ccc(Cl)cc3)cc2)CC1	0.0	18.3	-0.1	7.7
CCc1cccc(C)c1NC(=O)c1cc(S(=O)(=O)NCc2ccc(OC)cc2)ccc1F	0.0	-4.0	-0.9	-2.8
CC1(C)Cc2c(sc3nc(SCC#N)n(C4CCCCC4)c(=O)c23)CO1	0.0	7.8	-0.8	4.7
CCc1cccc(NC(=O)Cn2nc(C)n3cccc3c2=O)c1	0.1	-1.3	-1.2	12.2
CC[C@H](C)[C@H](NC(N)=O)C(=O)NCCc1ccc(OC)c(OC)c1	0.5	9.3	0.6	10.8
CCOC(=O)c1c(-c2ccc(C)cc2)csc1NC(=O)C1CC1	0.1	-6.1	-0.8	15.5
COc1ccccc1-c1csc(-n2ncc(C#N)c2N)n1	0.3	0.0	-3.1	10.5
O=C1CCCC2=C1C(c1ccccc1Cl)n1nc(-c3ccc(O)cc3)nc1N2 (stereo not given)	-0.1	-7.4	1.5	-4.2
COc1cc([N+](=O)[O-])ccc1NC(=S)NC(=O)c1cccc(F)c1	0.1	-9.0	1.7	-24.3
CCN1CCN(Cc2c(C(=O)N3CCN(C4CCCCC4)CC3)nc3ccccn23)CC1	-0.1	0.4	0.4	-5.9
O=C1OCCC1Sc1nnc(NC2CCCCC2)s1 (stereo not given)	0.0	2.2	-0.4	10.7
C/C(=N\Oc1cc(=O)oc2ccccc12)c1ccccc1	0.1	-60.4	1.0	8.7
Cc1ccc(NC(=O)CSC2=C(C#N)C(c3cccs3)C3=C(CCCC3=O)N2)cc1Cl (stereo not given)	0.1	0.3	-0.8	6.6
O=C(c1cc(N2C(=O)c3ccccc3C2=O)ccc1Cl)N1CCCCC1	-0.1	7.8	-1.3	-15.0
CC(C)N(CCNc1ncnc2nc(N3CCN(c4ccccn4)CC3)[nH]c12)C(C)C	-0.1	2.6	-1.8	0.6
Cc1cc(C)c(NC(=O)C2CCN(c3ccc(-c4cccnc4)nn3)CC2)c(C)c1	-0.2	0.8	0.1	-3.5
COc1cc(C(F)(F)F)c(C(=O)NC2(O)C(=O)c3ccccc3C2=O)cn1	-0.6	2.3	-1.1	3.4
O=C(CN(CCc1ccccc1)S(=O)(=O)c1ccccc1)Nc1ccccc1Cl	0.4	2.9	0.8	15.0
COc1cc(Nc2nc(-c3ccc(N4CCOCC4)nc3)nc3c2ncn3C(C)C)cc(OC)c1OC	-0.2	7.0	1.8	-6.2

Complete entries as entered above. Screens in order: FBW7 activator | TEAD-YAP block | GPR151 ag | MITF primary
Record of `O=C1OCCC1Sc1nnc(NC2CCCCC2)s1` (stereo not given) → 0.0 | 2.2 | -0.4 | 10.7
Record of `O=C(CN(CCc1ccccc1)S(=O)(=O)c1ccccc1)Nc1ccccc1Cl` → 0.4 | 2.9 | 0.8 | 15.0
Record of `O=C(c1cc(N2C(=O)c3ccccc3C2=O)ccc1Cl)N1CCCCC1` → -0.1 | 7.8 | -1.3 | -15.0
Record of `COc1cc(Nc2nc(-c3ccc(N4CCOCC4)nc3)nc3c2ncn3C(C)C)cc(OC)c1OC` → -0.2 | 7.0 | 1.8 | -6.2
Record of `Cc1cc(C)c(NC(=O)C2CCN(c3ccc(-c4cccnc4)nn3)CC2)c(C)c1` → -0.2 | 0.8 | 0.1 | -3.5

The results go on.
SMILES	FBW7 activator	TEAD-YAP block	GPR151 ag	MITF primary
CCOC(=O)C1CCCN(C(=O)c2cccc(Cl)c2)C1 (stereo not given)	-0.1	-10.3	2.9	-3.9
CCOC(=O)C1(Cc2cccc(OC)c2)CCN(Cc2cnn(C(C)C)c2)CC1	0.1	4.8	-0.8	-5.2
CCOC(=O)c1ccc(N2C(=O)c3ccc(C(=O)O)cc3C2=O)cc1	0.1	-6.3	-1.4	-11.0
Cc1ccc(N2C(=O)CS(=O)(=O)C2c2ccccc2F)cc1C (stereo not given)	-0.5	-10.9	0.7	2.9
CCCc1nc(SCC(=O)N2CCCc3ccccc32)c2c(=O)n(C)c(=O)n(C)c2n1	0.2	1.6	0.0	5.0
CN1CCN(c2ccc(-c3cncc(C(=O)NC4CCN(Cc5ccccc5)CC4)c3)cc2)CC1	0.7	-0.7	0.1	12.3
Cc1ccccc1CNC(=O)COc1ccccc1	0.2	-18.1	0.8	10.6
Cc1cccc(NC(=O)CCC2CCN(C(=O)C3CCOCC3)CC2)c1	-0.1	6.2	0.2	1.8
CC(C)(C)NC(=O)Cn1c(SCC(=O)NCc2ccco2)nc2ccccc21	-0.1	-2.9	0.5	-0.4
COc1ccc(S(=O)(=O)Nc2ccccc2C(=O)O)cc1C(=O)O	-0.1	7.9	-1.3	-1.1

3 entries from above, with values under each structure:
Every second line gives: FBW7 activator | TEAD-YAP block | GPR151 ag | MITF primary
> CCCc1nc(SCC(=O)N2CCCc3ccccc32)c2c(=O)n(C)c(=O)n(C)c2n1
  0.2 | 1.6 | 0.0 | 5.0
> CN1CCN(c2ccc(-c3cncc(C(=O)NC4CCN(Cc5ccccc5)CC4)c3)cc2)CC1
  0.7 | -0.7 | 0.1 | 12.3
> Cc1ccccc1CNC(=O)COc1ccccc1
  0.2 | -18.1 | 0.8 | 10.6

The results go on.
SMILES	FBW7 activator	TEAD-YAP block	GPR151 ag	MITF primary
O=C1N(C2Cc3ccccc3C2)C[C@@H]2C[C@@H](c3ccc(CO)o3)N3CCC[C@@]123	0.1	-6.9	1.4	1.9
CCCCCCCC1=NN2C(=N)/C(=C/c3ccco3)C(=O)N=C2S1	-0.2	1.6	-0.5	-1.7
CCOC(=O)CSc1ncc(C(=O)OCC)c(N)n1	0.0	-0.9	1.1	4.4
Cc1c(C(=O)N2CCN(c3ccc([N+](=O)[O-])cc3Cl)CC2)oc2ccccc12	-0.2	-7.8	1.0	3.1
O=C1C(=O)N(Cc2cccnc2)C(c2ccccc2[N+](=O)[O-])/C1=C(\O)c1ccc(Cl)cc1 (stereo not given)	0.1	2.8	-0.3	-7.8
COc1ccc(C(=O)COC(=O)c2cc(C)on2)cc1OC	-0.1	-8.4	0.4	-13.4
CC(C)(C)NC(=O)Cn1nnc(-c2cccs2)n1	-0.3	-33.6	2.4	-1.4
Cc1ccc(OCc2nc3ccccc3n2CC(=O)Nc2cc(C)on2)cc1	-0.1	-69.6	-2.7	6.5
COc1ccc(C2(NC(C)=O)CCN(C(=O)C3CC3)CC2)cc1	0.0	0.0	0.9	-5.0
CC(C)CN(C(=O)COC(=O)c1ccc([N+](=O)[O-])s1)C1CCS(=O)(=O)C1 (stereo not given)	0.1	3.6	0.9	-7.8
CCOc1ccc(NC(=O)CN2CCN(CC(=O)Nc3cccc(OC)c3)CC2)cc1	0.0	8.9	0.8	0.2
Cc1cc(C)c2sc(N(CCCn3ccnc3)C(=O)/C=C/c3cccs3)nc2c1	-0.1	-3.2	3.2	7.3
O=C(Nc1ccc(S(=O)(=O)Nc2ccc(F)cc2)cc1)c1ccccc1Br	-0.2	12.1	-0.4	-14.7
Cc1nc(C(C)NC2CCN(c3cccc(NC(=O)C4CC4)c3)CC2)cs1 (stereo not given)	0.2	15.0	-0.1	-1.4
CN(C)S(=O)(=O)c1ccc(S(=O)(=O)N2CCC3(CC2)OCCO3)cc1	0.1	16.0	1.1	5.3
COc1ccc(CCc2nnc(CCC(=O)NCCSC)o2)cc1	0.2	-8.6	-1.0	10.7
O=C(NCc1ccc(Cl)nc1)c1nsc(Cl)c1Cl	0.1	9.0	1.7	5.7
O=C(CCN1C(=O)c2ccccc2C1=O)N1CCN(Cc2ccccc2)CC1	-0.5	2.7	0.5	4.5
C/C(=N\NC(=O)NC1CCCCC1)c1ccc(Cl)cc1	0.1	-1.4	0.1	3.7
O=C1CN=C(Nc2ccccc2Cl)N1Cc1ccccc1	0.0	4.4	0.7	1.2
COc1ccc2[nH]c(C)c(CCN3C(=O)C4CC=CCC4C3=O)c2c1 (stereo not given)	-0.3	-11.0	-0.4	-8.3
COc1cc(C(=O)Nc2cc([N+](=O)[O-])ccc2Cl)cc(OC)c1OC	-0.1	-8.4	-0.9	-5.4
COc1ccc(CNC(=O)CSc2nc3cc(OC)c(OC)cc3cc2C#N)cc1	0.1	-18.3	1.4	-5.6
CC1CCCCC1NC(=O)c1ccc(-n2c(=S)[nH]c3ccccc3c2=O)cc1 (stereo not given)	-0.1	-10.8	-0.3	-8.2
CCC(C)C(=O)NCc1nnc2n1CCN(Cc1ccc(CC(C)C)cc1)CC2 (stereo not given)	0.0	16.9	0.4	-6.6
CC(=O)OCCCNc1cc(N2CCCC2)ccc1[N+](=O)[O-]	-0.3	15.7	0.9	12.9
O=C(CSc1nc2ccsc2c(=O)n1-c1ccc(F)cc1)NC1CCCC1	-0.2	2.5	-1.2	0.4
CS(=O)(=O)N(Cc1ccccc1Cl)c1ccc(C(=O)N2CCC(C(N)=O)CC2)cc1	0.1	-4.0	0.6	9.0
Cc1nnc(NC(=O)c2c(-c3ccccc3Cl)noc2C)s1	0.0	-7.9	0.4	15.5
COc1cc(C=O)cc([N+](=O)[O-])c1OC(C)C	-0.1	3.7	-1.0	-16.8
C=C(C)CN1CCN(C(=O)C(C)N2C(=O)c3ccccc3C2=O)CC1 (stereo not given)	-0.1	-10.5	0.5	-15.8
CCc1cc(C(=O)NCC2Cc3cc(-c4ccccc4C(C)=O)ccc3O2)no1 (stereo not given)	0.1	11.4	-0.4	10.5
CN(CC(=O)NCCCc1ccccc1)S(=O)(=O)c1ccc2c(c1)CCC(=O)N2	0.8	2.0	-1.1	6.2
COc1ccc(-c2noc(CN3CCCC(OCc4ccccn4)C3)n2)cc1 (stereo not given)	0.6	-0.4	-1.6	-1.0
CNC(=S)NCCCNc1nc2cc(C)c(C)cc2cc1C#N	0.0	-12.0	-0.3	-11.0
NS(=O)(=O)c1ccc(CNC(=O)/C=C/c2cccs2)cc1	-0.1	-14.6	1.0	0.8
CCN(CC)S(=O)(=O)c1ccc2c(c1)N(CC(=O)NC1CCC(C)CC1)C(=O)CO2 (stereo not given)	0.3	11.2	-0.6	16.2
CCCNC(=O)N1CCN(c2nc3ccccc3s2)CC1	0.9	-28.7	-0.1	13.9
COc1ccccc1NC(=O)Nn1c(=O)[nH]c2ccccc2c1=O	-0.1	-0.8	-1.0	3.8
O=C(Nc1ccc(Oc2ccccc2)cc1)c1ccc(F)c(S(=O)(=O)NC2CCCCCC2)c1	-0.1	50.2*	-0.1	16.9

Screening data (PubChem BioAssay)
